hgDAF12 agonist: activates the H. glycines DAF-12 receptor ligand-binding domain; HEK293 GAL4-hgDAF12 UAS-luciferase reporter, agonist luminescence; normalized to butyrate control; activation, % at 6.8 µM; hit rate 1.8% among 370,000; AID 687014;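 active means activation above a cutoff set at the mean of all screened compounds plus 3 SD, cut at about 10% in these data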;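 further: 0% = DMSO wells and 100% = sodium butyrate wells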
ADAM17 inh: inhibitors of human ADAM17; P78536; recombinant ADAM17, EDANS/DABCYL FRET peptide cleavage; inhibition, % at 6.95 µM; hit rate 0.83% among 370,000;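 active means inhibition above the mean of compounds lying between control limits plus 3 SD, set per campaign, cut at about 8.5% in these data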;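 further: 0% = DMSO-only wells as the low control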
ssDAF12 agonist: activators of S. stercoralis DAF-12 nuclear receptor. HEK293 ssDAF-12/GRIP1 lit1-tk-luc reporter, luminescence; % of 3 µM dafachronic acid response. activation, % at 6.8 µM. hit rate 1% among 370,000;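 active means activation above the mean over all tested compounds plus 3 SD, cut at about 0.9% in these data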;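 further: 0% = DMSO-only wells and 100% = 3 µM delta7-dafachronic acid wells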
hcDAF12 agonist: activators of H. contortus DAF-12 nuclear receptor. hit rate 1.4% among 370,000. HEK293 hcDAF-12 lit1-tk-luc reporter, luminescence; 0% DMSO, 100% Δ7-dafachronic acid. activation, % at 6.8 µM;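 active means activation above the mean of all tested compounds plus 3 SD, cut at about 5.5% in these data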;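 further: 100% = response to 3 µM Δ7-dafachronic acid high control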
PLCg1 inh: blocks human PLC-gamma1 enzyme activity | inhibition, % at 12.2 µM | P19174 | hit rate 0.84% among 370,000 | purified PLC-gamma1, fluorogenic substrate, fluorescence | AID 720700; in the data active means inhibition above about 9.5%
Target sequence (P19174 whole entry, looked up): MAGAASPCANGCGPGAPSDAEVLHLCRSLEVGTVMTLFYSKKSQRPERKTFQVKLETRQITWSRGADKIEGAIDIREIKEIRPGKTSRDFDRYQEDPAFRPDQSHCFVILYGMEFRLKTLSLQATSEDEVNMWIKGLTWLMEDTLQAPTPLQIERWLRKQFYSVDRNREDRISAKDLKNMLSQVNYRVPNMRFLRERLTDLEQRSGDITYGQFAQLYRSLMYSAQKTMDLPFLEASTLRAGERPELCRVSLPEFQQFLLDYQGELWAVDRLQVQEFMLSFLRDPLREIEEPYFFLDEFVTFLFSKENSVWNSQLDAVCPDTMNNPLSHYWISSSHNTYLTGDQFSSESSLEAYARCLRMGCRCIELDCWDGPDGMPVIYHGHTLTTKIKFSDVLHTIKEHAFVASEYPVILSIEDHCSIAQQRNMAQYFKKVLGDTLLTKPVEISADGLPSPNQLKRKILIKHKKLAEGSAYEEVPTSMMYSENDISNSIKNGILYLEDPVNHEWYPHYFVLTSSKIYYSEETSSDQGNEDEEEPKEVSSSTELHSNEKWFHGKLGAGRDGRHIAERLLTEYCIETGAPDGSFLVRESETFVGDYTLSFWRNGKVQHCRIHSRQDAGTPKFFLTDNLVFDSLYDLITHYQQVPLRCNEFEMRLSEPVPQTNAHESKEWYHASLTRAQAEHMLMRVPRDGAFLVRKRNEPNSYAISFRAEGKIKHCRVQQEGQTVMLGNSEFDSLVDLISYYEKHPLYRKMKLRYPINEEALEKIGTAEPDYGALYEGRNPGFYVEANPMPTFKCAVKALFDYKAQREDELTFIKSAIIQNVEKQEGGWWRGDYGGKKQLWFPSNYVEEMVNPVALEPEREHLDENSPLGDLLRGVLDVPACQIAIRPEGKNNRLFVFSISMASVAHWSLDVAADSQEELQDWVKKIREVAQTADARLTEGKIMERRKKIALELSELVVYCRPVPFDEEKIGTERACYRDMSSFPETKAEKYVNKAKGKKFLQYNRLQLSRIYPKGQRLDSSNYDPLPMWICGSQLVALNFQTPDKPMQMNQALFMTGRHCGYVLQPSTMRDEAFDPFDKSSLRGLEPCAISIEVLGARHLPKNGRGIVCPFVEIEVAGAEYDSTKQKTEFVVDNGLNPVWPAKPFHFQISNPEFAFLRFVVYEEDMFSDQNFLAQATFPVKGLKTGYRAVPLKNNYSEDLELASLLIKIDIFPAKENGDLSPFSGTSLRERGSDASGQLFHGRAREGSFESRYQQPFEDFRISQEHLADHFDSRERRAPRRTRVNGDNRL
sPLA2-III inh: Inhibits HGIII-sPLA2 liposome hydrolysis, primary screen; Q9NZ20; inhibition, % at 12.2 µM; AID 743126; QFRET BODIPY PC-A2 liposome hydrolysis, fluorescence; hit rate 0.56% among 370,000;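 active means inhibition above mean plus 3 SD of compounds lying within the high and low control bounds, cut at about 19% in these data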;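 further: 0% = median of test compound wells and 100% = no enzyme DMSO wells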
DAX1 inh-1: inhibitors of human orphan nuclear receptor DAX1 (NR0B1); AID 504766; inhibition, % at 6.75 µM; HEK293 Gal4-DAX1 luciferase reporter, luminescence; hit rate 0.99% among 340,000;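 active means inhibition above the mean over all tested compounds plus 3 SD, cut at about 4.2% in these data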;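 further: 0% = DAX1-transfected cells with DMSO and 100% = empty-vector control cells with DMSO; inhibition shows as a rise in luminescence from relieved DAX1 repression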
ADAM10 inh: inhibitors of human ADAM10. O14672. recombinant ADAM10, EDANS/DABCYL FRET peptide cleavage, 3 h. inhibition, % at 7 µM. hit rate 0.62% among 370,000. AID 720582;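 active means inhibition above a per-campaign cutoff equal to the mean of compounds falling between control-based bounds plus 3 SD, cut at about 20% in these data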;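 further: 0% = DMSO wells while the 100% control is not disclosed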
PLC-beta3 inh: blocks human PLC-beta3 enzyme activity. Purified PLC-beta3, fluorogenic substrate, fluorescence. inhibition, % at 12.2 µM. hit rate 0.18% among 370,000; in the data active means inhibition above about 11%;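 further: 0% = median of compound wells on plate and 100% = full blocker control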
DAX1 inh-2: blocks DAX1 repression of SF-1 activated StAR promoter; inhibition, % at 6.8 µM; AID 652010; HEK293T StAR-luciferase reporter, SF-1/DAX-1 repression relief; hit rate 1.1% among 370,000;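 active means inhibition above the mean over all tested compounds plus 3 SD, cut at about 3.6% in these data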;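 further: 0% = DAX-1 cells with DMSO and 100% = cells lacking DAX-1 with DMSO; higher inhibition means more luminescence from relief of DAX-1 repression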
GAA850 FXN act: frataxin GAA850 promoter activation; HEK293 lucGAA850 FXN promoter luciferase reporter, 24 h; percent of 10 µM SAHA response; activation, % at 6 µM; hit rate 0.56% among 360,000;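 active means activation above the average of all compounds screened plus 3 SD, cutoff fixed separately per campaign, cut at about 7.5% in these data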;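 further: 0% = DMSO wells and 100% = 10 µM SAHA wells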
* = called active by the depositor; i = inactive; nt = no result given; & = joins results of further samples.

SMILES | hgDAF12 agonist | ADAM17 inh | ssDAF12 agonist | hcDAF12 agonist | PLCg1 inh | sPLA2-III inh | DAX1 inh-1 | ADAM10 inh | PLC-beta3 inh | DAX1 inh-2 | GAA850 FXN act
O=C1COc2c1ccc(O)c2O | 0.1 | 2 | -1.6 | 1.0 | -8 | 0 | 1.7 | 1 | -10 | -0.3 | 1.7
COc1ccccc1-n1ccnc(SCC(=O)NCCc2ccccc2)c1=O | -2.1 | -19 | -0.8 | -0.7 | -39 | 0 | -1.0 | -47 | -45 | 0.4 | -0.5
Cn1nnnc1SCC(=O)NNC(=O)c1ccc(F)cc1 | 5.2 | -4 | -1.4 | 0.9 | 0 | 0 | 0.7 | 1 | -6 | 0.0 | 1.6
Cc1ccc(Cl)cc1NC(=O)COC(=O)C12CC3CC(CC(C3)C1)C2 | 0.3&0.8 | -1&4 | -1.1&-1.1 | -0.7&-0.7 | -1&1 | 2&-6 | -1.1&-0.5 | -8&9 | -3&1 | -0.6&0.0 | 2.1&-2.7
Cc1cc(C(=O)CN2C(=O)CCC2=O)c(C)n1Cc1ccccc1 | -2.3 | -5 | -0.7 | 1.9 | -2 | 4 | -0.8 | -6 | -5 | -0.3 | -4.0
CC1(C(=O)NS(=O)(=O)c2ccc(C#N)cc2)CCN1C(=O)c1ccccc1CCc1ccccc1 (centres undefined) | -0.8 | 1 | -1.7 | 0.3 | 4 | -13 | nt | -4 | -7 | -0.5 | -0.4
CC1CCN(C(=O)CSc2nnc(-c3cccnc3)o2)CC1 | 0.3 | -1 | -1.4 | -1.0 | 0 | -4 | -1.3 | -2 | -4 | 0.5 | -0.1
CC(C)NC(=O)c1cc(-c2cccs2)nc2ccccc12 | 1.0 | -478 | -1.3 | -0.5 | -372 | 5 | 1.2 | i | i | -0.7 | -0.3
CCCCCc1nc2sc3c(c2c(=O)n1N)CCC3 | -2.1 | -1 | -1.5 | -1.5 | 0 | -6 | 0.6 | 6 | 2 | -0.6 | 1.0
OCCCc1nc2ccccc2n1Cc1ccccc1 | -0.9 | -4 | -1.2 | 1.4 | 0 | -5 | 1.1 | -2 | -3 | 0.2 | 2.2
Cc1cc(C)c2cc(C(=O)N3CCN(c4ncccc4C(F)(F)F)CC3)[nH]c2c1 | 0.6 | 2 | -1.5 | 0.1 | -3 | -12 | 0.3 | 5 | -17 | 0.1 | 1.0
CCc1ccccc1N(C(=O)Cn1nnc2ccccc21)C(C(=O)NCCOC)c1ccco1 (centres undefined) | -3.6 | -6 | -0.9 | -1.1 | 3 | 1 | 1.2 | 3 | 2 | -0.9 | -0.7
CC(c1ccccc1)N1CC(C(=O)Nc2ccc(F)cc2)CC1=O (centres undefined) | 1.6 | -6 | -1.2 | 2.4 | 1 | 9 | -0.5 | -7 | -5 | 0.5 | -0.8
Cn1c(=O)[nH]c2ncccc21 | -0.1 | -13 | -1.5 | -0.1 | -10 | -6 | 4.0 | -21 | -21 | 0.0 | 2.1
O=C(NCC1(N2CCCCC2)CCCCC1)C1CC(=O)N(c2ccc3c(c2)OCCO3)C1 (centres undefined) | -3.0 | 0 | -2.2 | -2.1 | 2 | 3 | 0.2 | 5 | -2 | -1.1 | -3.8
Cc1cc(OCC(=O)NC(C)C)cc(C)c1Br | -1.6 | 0 | -1.2 | -1.1 | 1 | -5 | 4.4* | 6 | 3 | 0.1 | 1.4
Cc1cc(NC(=O)COn2nnc3ccccc32)no1 | -0.4 | 5 | -1.3 | -1.8 | 4 | 6 | 0.3 | 1 | 11* | 0.8 | -0.4
Cn1c(CNC(=O)c2ccccc2F)nnc1SCc1nc2ccccc2c(=O)[nH]1 | -2.1 | -5 | -0.2 | -1.0 | 2 | 9 | nt | -4 | 0 | -0.6 | nt
COc1ccc(C(=O)Nc2nncs2)c(OC)c1 | 10* | 0 | -0.6 | 1.2 | 4 | 3 | 6.0* | 0 | 4 | 2.8 | 3.0
COc1ccc2[nH]c(=O)c(CNc3cc(C)ccc3C)cc2c1 | 2.7 | -34 | -1.1 | 2.8 | -130 | 3 | 1.9 | -86 | -183 | 0.4 | 1.6

Shown with tabs: entries from further up
Compound	hgDAF12 agonist	ADAM17 inh	ssDAF12 agonist	hcDAF12 agonist	PLCg1 inh	sPLA2-III inh	DAX1 inh-1	ADAM10 inh	PLC-beta3 inh	DAX1 inh-2	GAA850 FXN act
Cn1nnnc1SCC(=O)NNC(=O)c1ccc(F)cc1	5.2	-4	-1.4	0.9	0	0	0.7	1	-6	0.0	1.6
Cc1ccc(Cl)cc1NC(=O)COC(=O)C12CC3CC(CC(C3)C1)C2	0.3&0.8	-1&4	-1.1&-1.1	-0.7&-0.7	-1&1	2&-6	-1.1&-0.5	-8&9	-3&1	-0.6&0.0	2.1&-2.7
Cc1cc(C(=O)CN2C(=O)CCC2=O)c(C)n1Cc1ccccc1	-2.3	-5	-0.7	1.9	-2	4	-0.8	-6	-5	-0.3	-4.0
CC1(C(=O)NS(=O)(=O)c2ccc(C#N)cc2)CCN1C(=O)c1ccccc1CCc1ccccc1 (centres undefined)	-0.8	1	-1.7	0.3	4	-13	nt	-4	-7	-0.5	-0.4
CC1CCN(C(=O)CSc2nnc(-c3cccnc3)o2)CC1	0.3	-1	-1.4	-1.0	0	-4	-1.3	-2	-4	0.5	-0.1

(listing goes on)
SMILES | hgDAF12 agonist | ADAM17 inh | ssDAF12 agonist | hcDAF12 agonist | PLCg1 inh | sPLA2-III inh | DAX1 inh-1 | ADAM10 inh | PLC-beta3 inh | DAX1 inh-2 | GAA850 FXN act
CC1(c2ccc(OC(F)F)cc2)NC(=O)N(CC(=O)Nc2ccc3c(c2)OCO3)C1=O (centres undefined) | -0.3 | 0 | -1.4 | -0.9 | 3 | -9 | -0.7 | 5 | 5 | 1.0 | 2.9
COc1ccc(C=C(C#N)c2ccc(OC)cc2)cc1 | 17* | -3 | -0.1 | 2.7 | -15 | 5 | 4.0 | -16 | -24 | 6.7* | -0.2
CCOc1ccccc1CNC(c1ccccc1)c1ccccc1 | -1.0 | 5 | -0.7 | 0.6 | 7 | -11 | 1.5 | 9 | -2 | -0.3 | -1.1
O=C(OCc1cn(Cc2cccc(F)c2)nn1)N1CCCCC1 | -1.8 | -8 | -1.4 | -2.1 | -1 | 5 | nt | -1 | 1 | 0.2 | nt
COc1ccc([N+](=O)[O-])c(OC)c1C(=O)NC(=O)Nc1nc(C)nc(C)n1 | 0.5 | -4 | -0.1 | -1.1 | -1 | 5 | 0.6 | -5 | -4 | 1.0 | -0.3
C=CCOc1ccc(/C=N/n2cncn2)cc1OC | 2.4 | -12 | -0.8 | 1.0 | -4 | 2 | -0.6 | -14 | -7 | 0.0 | 0.6
O=C(c1ccc2ccccc2n1)N1CCN(c2ccccc2)CC1 | 1.1 | -6 | -1.1 | 2.1 | -1 | 2 | -0.4 | 3 | -2 | -0.3 | 2.8
O=C(O)C1Cc2[nH]cnc2C(c2ccccc2O)N1 (centres undefined) | 1.0 | -3 | 0.0 | 6.0* | -13 | -1 | 0.6 | -5 | -11 | 0.5 | 0.9
CN(C)c1ccc(P(=O)(OC2CCCCC2)C(O)c2ccccn2)cc1 (centres undefined) | -1.0 | -6 | -1.8 | -2.0 | 2 | 13 | -0.3 | 4 | -6 | -0.2 | -0.6
Cc1cc(C(=O)Nc2ccc(F)cc2C)cs1 | 5.0 | 6 | -0.4 | 0.7 | 1 | 3 | 0.0 | -1 | 1 | 0.0 | -0.1
S=c1nc2ccccc2c2nc(-c3ccccc3)[nH]n12 | 1.3 | 2 | -0.1 | 3.9 | 4 | -11 | -0.5 | 21* | 0 | 1.2 | 5.9
C=C(C)C1CC=C(C)/C(=N/NC(=S)Nc2ccccc2)C1 (centres undefined) | 1.3 | -2 | -1.0 | 1.3 | 0 | 16 | -0.6 | 6 | -1 | -0.3 | 3.6
O=C(Nc1ccccc1C(F)(F)F)OCCN1C(=O)CCC12CCC(c1ccccc1)CC2 (centres undefined) | -2.3 | 0 | -2.0 | -2.9 | 2 | 3 | nt | 5 | 0 | -0.8 | nt
Cc1ccc2nc3ccc(N4CCN(C)CC4)nn3c(=O)c2c1 | 8.4 | -76 | -0.9 | 5.7* | -473 | 3 | 2.8 | -227 | i | 4.3* | 8.2*
CC(=O)Nc1ccc(S(=O)(=O)NCCc2ccccn2)cc1 | 1.6 | -4 | -1.6 | -0.6 | -1 | -4 | -0.7 | -5 | -4 | -1.4 | 1.0
O=C(Nc1ccc(C(=O)N2CCCc3ccccc32)cc1)c1cccs1 | -1.7 | 1 | -1.5 | -0.9 | 0 | -6 | -1.2 | 6 | -6 | -0.2 | 3.3
O=C1CCCC2=C1C(c1ccc(Br)cc1)c1c([nH]c(=S)[nH]c1=O)N2 (centres undefined) | 2.4 | -5 | -0.8 | 0.3 | -6 | 2 | 0.4 | -18 | -22 | 0.5 | -1.9
COc1cc(/C(C)=N/NC(=O)c2cccc(S(=O)(=O)N3CCCC3)c2)cc(OC)c1OC | 0.7 | 7 | -0.7 | -1.8 | 1 | 0 | -0.2 | -4 | -4 | -2.5 | 1.0
Cc1onc(-c2ccccc2Cl)c1C(=O)Nc1nc2ccc(S(C)(=O)=O)cc2s1 | -0.9 | -3 | -1.3 | -0.6 | -16 | 6 | -0.3 | -8 | -14 | 0.0 | 1.6
O=C(N/N=C/c1ccc(F)cc1)c1ccc(OCc2ccccc2)cc1 | -1.3 | -1 | -1.1 | -0.8 | 4 | 7 | 1.4 | 10 | 5 | 0.4 | 1.4
Cc1ccccc1-n1c(SCC(=O)NCC2CCCO2)nc2c([nH]c3ccccc32)c1=O (centres undefined) | -1.7 | -3 | -1.0 | -0.1 | -3 | -2 | -1.2 | -11 | -4 | -0.7 | -8.4
Cc1cc(C)cc(NC(=O)CN2C(=O)c3ccccc3C2=O)c1 | -1.3 | -1 | -0.4 | -0.9 | 6 | 1 | -0.3 | 4 | -5 | -0.2 | 0.4
CCCCC(CC)COC1(c2ccccc2)OC(=O)c2ccccc21 (centres undefined) | 0.1 | 10* | -1.1 | -1.5 | 3 | -1 | 0.7 | 3 | 3 | 0.2 | 4.4
COc1ccc(-c2nnc(NC(=O)c3ccc(S(=O)(=O)N(C)CC4CCCO4)cc3)o2)c(OC)c1 (centres undefined) | -2.0 | -1 | -1.1 | -0.8 | 4 | 5 | -0.3 | -5 | -9 | -0.6 | 0.1
CCCC1C(c2ccco2)NC(c2ccco2)CC1(C)O (centres undefined) | -0.8 | -12 | -1.2 | -0.5 | -5 | 10 | -0.5 | -41 | -10 | -0.3 | 0.2
CSC1=NCCN1C(=O)c1ccc2c(c1)OCO2 | -1.4 | -3 | -1.0 | -0.3 | -1 | -3 | -1.0 | -1 | 1 | 0.2 | 2.2
CCn1c(O)c(C=C2N=c3ccccc3=N2)sc1=S | -0.7 | -4 | -0.5 | 1.2 | -4 | 1 | 1.6 | -2 | -8 | 0.7 | -0.4
O=C(c1cc(C2CC2)nn1-c1ccccc1)N1CCN(Cc2ccccc2F)CC1 | -2.2 | -1 | -0.6 | -0.8 | -1 | -8 | -0.8 | 0 | -11 | -1.2 | -1.0
CC1CCN(C2=NC(=O)/C(=C/c3cccc(O)c3)S2)CC1 | 3.5 | 0 | -0.9 | -0.3 | -1 | -15 | -0.4 | 5 | -7 | -0.1 | -0.4

From PubChem BioAssay
